Assay outcomes as filed in PubChem.
GSK3beta inhib: blocks human GSK3beta kinase activity | P49841 | GST-GSK3beta kinase, ADP-Glo luminescence, 60 min; active compounds read low | activity score (negative = inhibition), % at 10 µM | 300,000 compounds, 0.038% hits | AID 2097;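 active = more than half of replicate wells score below -50%, meaning over 50% inhibition versus plate controls; inconclusive = some replicates but at most half score below -50%; inactive = no replicate scores below -50%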;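 note: 0% = median DMSO wells and -100% = median GW8510 positive control wells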
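Test system: GST-tagged human GSK3beta kinase, cell-free; evaluation: activity score scaled between in-plate DMSO and GW8510 controls; measured by: ADP-Glo luminescence; incubation: 60 min reaction, RT; benchmarks: DMSO and 20 µM GW8510; reagent: peptide substrate plus 25 µM ATP (final); medium: Tris/MgCl2 kinase buffer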
GSK3A inh: blocks human GSK-3 alpha kinase | inhibition, % at 10 µM | AID 2650 | ADP-Glo luminescence, 60 min | P49840 | 320,000 compounds, 0.1% hits;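 in the data active = inhibition above about 50%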;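 note: GST-tagged GSK-3 alpha with peptide substrate and 25 µM ATP; 0% = DMSO neutral wells and 100% = GW8510 positive control wells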
KCNK9 block: blocks the human KCNK9 two-pore domain potassium channel; Q9NPC2; HEK293 KCNK9, FluxOR thallium flux fluorescence; active compounds read low; B-score at 10 µM; 310,000 compounds, 1.2% hits; AID 488922;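 active = ratio B-score over 3 SD below the library mean, with starting fluorescence within 5 SD of its mean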;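 note: negative B-score means less thallium flux so channel inhibition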
KCNK3 inh: human KCNK3 channel inhibition, primary screen; O14649; CHO-KCNK3 thallium flux, FluxOR fluorescence; active compounds read low; B-score at 10 µM; 340,000 compounds, 0.84% hits;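 active = B-score under library mean minus 4 SD, starting fluorescence ratio at most library mean plus 5 SD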;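 note: more negative B-score means stronger inhibition of thallium flux through KCNK3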
Target sequence (O14649 whole entry, looked up): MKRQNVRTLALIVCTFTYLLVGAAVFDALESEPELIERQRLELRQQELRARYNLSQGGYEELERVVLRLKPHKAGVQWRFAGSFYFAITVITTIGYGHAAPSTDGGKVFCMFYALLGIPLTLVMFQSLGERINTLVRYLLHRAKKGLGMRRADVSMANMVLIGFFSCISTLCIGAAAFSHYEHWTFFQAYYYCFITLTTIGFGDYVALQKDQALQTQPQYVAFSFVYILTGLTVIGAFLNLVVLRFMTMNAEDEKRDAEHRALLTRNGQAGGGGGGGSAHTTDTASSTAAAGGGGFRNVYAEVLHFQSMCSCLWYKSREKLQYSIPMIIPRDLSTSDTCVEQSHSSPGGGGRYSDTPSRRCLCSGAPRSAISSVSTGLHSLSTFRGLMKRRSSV
RGS4 act: RGS4 potentiation or activation; HEK293 M3R/inducible RGS4, carbachol calcium flux Fluo4; active compounds read low; 310,000 compounds, 0.92% hits; B-score at 10 µM;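 active = B-score of the integrated calcium signal more than 4 SD below the library mean, with starting fluorescence not abnormally high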;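 note: negative B-score means reduced calcium response which marks RGS4 activation or potentiation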
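test system = M3R-expressing HEK293 line, RGS4 induced by doxycycline | probe or stimulus = carbachol at ECmax as muscarinic agonist stimulus | timing = dye loading 30 min 37 °C, buffer rest 30 min RT | signal = calcium dye Fluo4 fluorescence | evaluation = B score from integrated fluorescence ratio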
KCNQ1 pot: human KCNQ1 channel potentiation or activation; CHO-K1 KCNQ1, thallium flux FluxOR fluorescence; active compounds read high; 310,000 compounds, 0.35% hits; B-score at 10 µM; P51787;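 active = fluorescence ratio B-score, a plate-corrected score, at least three library SD, with initial intensity B-score within 5 SD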
Target sequence (P51787 whole entry, looked up): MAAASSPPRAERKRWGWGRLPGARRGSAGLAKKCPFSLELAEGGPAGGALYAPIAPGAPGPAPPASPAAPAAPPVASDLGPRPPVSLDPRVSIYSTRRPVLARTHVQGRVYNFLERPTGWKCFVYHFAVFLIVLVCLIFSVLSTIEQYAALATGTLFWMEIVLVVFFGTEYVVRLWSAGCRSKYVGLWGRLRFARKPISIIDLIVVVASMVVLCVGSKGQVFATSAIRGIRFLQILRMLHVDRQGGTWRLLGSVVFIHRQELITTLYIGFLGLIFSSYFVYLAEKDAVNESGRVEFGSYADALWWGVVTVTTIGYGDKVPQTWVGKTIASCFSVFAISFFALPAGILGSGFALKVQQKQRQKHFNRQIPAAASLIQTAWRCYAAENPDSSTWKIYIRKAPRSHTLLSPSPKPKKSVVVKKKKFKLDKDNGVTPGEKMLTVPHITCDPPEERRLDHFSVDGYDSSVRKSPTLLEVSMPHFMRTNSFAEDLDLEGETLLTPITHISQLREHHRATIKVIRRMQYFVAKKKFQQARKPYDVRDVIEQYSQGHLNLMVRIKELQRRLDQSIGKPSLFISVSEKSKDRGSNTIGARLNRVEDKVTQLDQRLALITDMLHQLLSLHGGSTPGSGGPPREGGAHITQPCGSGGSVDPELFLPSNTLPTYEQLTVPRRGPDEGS
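Material: CHO-K1 cells stably expressing KCNQ1. Medium: assay buffer for compound exposure, DMSO matched across wells. Reagent: K+/Tl+ depolarizing stimulus. Compound dosing: single-concentration screen. Times: 37 °C overnight plating, 90-min dark dye load, 20-min compound pretreatment. Technique: FluxOR Tl+ flux fluorescence.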
PolyA inhibitor: blocks polyadenylation in yeast reporter cells. AID 1875. S. cerevisiae SKY197-pL101 polyadenylation reporter, beta-gal luminescence; efflux-impaired pdr1/pdr3 knockout yeast; score 100 = 6 SD above DMSO. calls only at 12 µM. 300,000 compounds, 0.02% hits;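 active = lowest replicate activity score at least 50, where 100 means six control SD above control mean; inconclusive = lowest score under 50 but half or more replicates reach 50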;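 note: yeast exposed to compound for 9 h at 30 °C; higher score means more reporter readthrough which indicates perturbed polyadenylation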
hERG rescue: compounds protecting human hERG from proarrhythmic drug block; 310,000 compounds, 0.51% hits; CHO-hERG, FluxOR thallium flux, dofetilide IC70 present; activation (rescue from dofetilide block), less the hit threshold, % at 10 µM; Q12809;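 active = activation above the mean of controls blocked by dofetilide plus 5 SD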;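 note: thallium influx through hERG after potassium depolarization seen as dye fluorescence rise; in these data hits start at about 4.7%; inactives centre near -7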
DYRK1A inh: blocks rat Dyrk1A kinase activity. Q63470. ADP-Glo luminescence, NFATc1 peptide. inhibition, % at 12.5 µM. 310,000 compounds, 0.43% hits; in the data active = inhibition above about 50%;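 note: plate controls were vehicle with enzyme for no effect and no enzyme for full effect; many of its hits are not listed in these tables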
KCNQ1 inh: inhibitors of human KCNQ1 potassium channel; CHO-K1 KCNQ1, FluxOR thallium flux fluorescence; active compounds read high; B-score at 10 µM; 310,000 compounds, 1.3% hits; AID 2642;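 active = compounds whose thallium flux B-score, printed positive for inhibition, exceeds three library SD while starting fluorescence stays within three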;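 note: channel opened by potassium depolarization with thallium stimulus after 20 min compound exposure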
HDAC3 inh: inhibitors of human histone deacetylase 3 | recombinant HDAC3, fluorogenic peptide/trypsin coupled, fluorescence | 320,000 compounds, 0.15% hits | inhibition, % at 8.3 µM | O15379 | AID 2718; in the data active = inhibition above about 26%, passing the limit was not always enough; inconclusive = no clear call, values can overlap the other calls
* = called active by the depositor; i = inactive; ? = inconclusive; · = no result given; & = joins results of further samples.

The opening 2 records, to show the layout:
nr	smiles	KCNQ1 inh	KCNQ1 pot	PolyA inhibitor	GSK3A inh	DYRK1A inh	hERG rescue
1	COc1ccc(S(=O)(=O)N(C)C)cc1NCC(=O)Nc1cccc2ccccc12	i	i	i	-3	-5	-15
2	OCCN1CCOCCN(CCO)CCN(CCO)CC1	i	i	i	-6	0	-9

nr	KCNK3 inh	GSK3beta inhib	KCNK9 block	HDAC3 inh	RGS4 act
1	i	-1	-7.4*	4	i
2	i	-2	i	3	i

All compounds of this part, repeating the preview:
nr	smiles	KCNQ1 inh	KCNQ1 pot	PolyA inhibitor	GSK3A inh	DYRK1A inh	hERG rescue
1	COc1ccc(S(=O)(=O)N(C)C)cc1NCC(=O)Nc1cccc2ccccc12	i	i	i	-3	-5	-15
2	OCCN1CCOCCN(CCO)CCN(CCO)CC1	i	i	i	-6	0	-9
3	Cc1cc2c(c(=O)n1Cc1cccnc1)C(c1ccc(F)cc1)C(C#N)=C(N)O2 (centres undefined)	i	i	i	1	5	-10
4	COc1ccc(-c2noc(N3CCC(C(=O)Nc4ccccc4Cl)CC3)n2)cc1	i	i	i	-9	-2	-9
5	COc1ccccc1C(=O)NC(=Nc1nc2ccccc2o1)NC(=O)c1ccccc1OC	i	i	i	0	4&1	-38
6	COC(=O)COc1ccc(S(=O)(=O)NCc2cccnc2)cc1	i	i	i	1	-7	-3
7	Cc1ccc(-c2cc(C(=O)O)c3ccccc3n2)c(C)c1	i	i	·	-2	11	-9
8	O=C(c1ccc(F)cc1)N1CCC(c2ccccc2)C1 (centres undefined)	i	i	i	-17	·	-4
9	CCc1ccc(CN(C)C(=O)CCc2nc3ccccc3n(-c3ccc(OC)cc3)c2=O)cc1	i	i	i	-7	·	-15
10	Cc1sc2ncnc(Oc3ccc(-n4ccnc4)cc3)c2c1C	i	i	i	-1	-1	-5
11	Cc1ccc(C(=O)OCC(=O)Nc2ncc(C(F)(F)F)cc2Cl)cc1NC(=O)c1ccco1	i	i	i	0	0	-11
12	COc1ccc(-c2cn(-c3ccc(Cl)cc3)c3[n+]2CCCCC3)cc1	i	i	i	2	-1	-11

nr	KCNK3 inh	GSK3beta inhib	KCNK9 block	HDAC3 inh	RGS4 act
1	i	-1	-7.4*	4	i
2	i	-2	i	3	i
3	i	-1	i	-13	i
4	i	0	i	-9	i
5	i	0	-16*	-4	-7.2*
6	i	1	i	-1	i
7	i	4	i	9	i
8	i	0	i	-3	i
9	i	3	i	10	i
10	i	1	i	7	i
11	i	-2	i	-1	i
12	i	-2	i	6	i

Further structures:
nr	smiles	KCNQ1 inh	KCNQ1 pot	PolyA inhibitor	GSK3A inh	DYRK1A inh	hERG rescue
13	Cc1ccc2c(c1)NC(=O)C(CC(=O)NCCN(CC(C)C)CC(C)C)O2 (centres undefined)	i	i	i	-1	8	-5
14	COc1ccc(C(CC(=O)NCc2ccccc2)Sc2n[nH]c(-c3ccc(Cl)cc3)n2)cc1 (centres undefined)	i	i	i	-3	4	-4
15	CN(C)S(=O)(=O)c1ccc2[nH]cc(/C=C/c3nc4ccccc4c(=O)n3-c3ccccc3)c2c1	i	i	i	1	0	-18
16	CC(NC(=O)c1cccc(C(F)(F)F)c1)C(c1ccccc1)N1CCOCC1 (centres undefined)	i	i	i	0	-2	-5
17	CCOC(=O)C1=C(CSc2nccn2C)NC(=O)NC1c1cc(C)ccc1C (centres undefined)	i	i	i	·	-2	-2
18	O=C1C=C(Nc2ccc(O)cc2)C(=O)c2ccccc21	i	i	i	1	13	-18
19	O=[n+]1c2c(n([O-])c3cc(F)c(N4CCCC4)cc31)CCCC2	9*	i	i	-1	-3	-16
20	O=C(N/N=C/c1cccc(Br)c1)c1ccc(N2CCCC2=O)cc1	i	i	i	-2	1	-2
21	CCOC(=O)N1CCN(C(=O)CSc2nnc(C3COc4ccccc4O3)o2)CC1 (centres undefined)	i	i	i	·	-13	-3
22	COc1ccc(S(=O)(=O)N2CCC(C(N)=O)(N3CCCCC3)CC2)cc1	i	i	i	-2	2	-7
23	COc1cccc(-n2ccnc2SCC(=O)N2CCCc3ccccc32)c1	i	i	i	0	-6	-7
24	Cc1oc(C(=O)O)cc1CSCc1ccoc1C(=O)O	i	i	i	-6	7	-2

nr	KCNK3 inh	GSK3beta inhib	KCNK9 block	HDAC3 inh	RGS4 act
13	i	-2	i	1	i
14	i	3	i	-2	i
15	i	3	i	-2	i
16	i	0	i	1	i
17	i	1	i	1	i
18	i	-1	i	·	i
19	i	-1	i	2	i
20	i	2	i	6	i
21	i	0	i	2	i
22	i	2	i	2	i
23	i	-1	i	-3	i
24	i	-1	i	-3	i

An excerpt from above in order of molar mass, low to high.
nr	smiles	KCNQ1 inh	KCNQ1 pot	PolyA inhibitor	GSK3A inh	DYRK1A inh	hERG rescue
24	Cc1oc(C(=O)O)cc1CSCc1ccoc1C(=O)O	i	i	i	-6	7	-2
19	O=[n+]1c2c(n([O-])c3cc(F)c(N4CCCC4)cc31)CCCC2	9*	i	i	-1	-3	-16
12	COc1ccc(-c2cn(-c3ccc(Cl)cc3)c3[n+]2CCCCC3)cc1	i	i	i	2	-1	-11
13	Cc1ccc2c(c1)NC(=O)C(CC(=O)NCCN(CC(C)C)CC(C)C)O2 (centres undefined)	i	i	i	-1	8	-5
23	COc1cccc(-n2ccnc2SCC(=O)N2CCCc3ccccc32)c1	i	i	i	0	-6	-7
22	COc1ccc(S(=O)(=O)N2CCC(C(N)=O)(N3CCCCC3)CC2)cc1	i	i	i	-2	2	-7
20	O=C(N/N=C/c1cccc(Br)c1)c1ccc(N2CCCC2=O)cc1	i	i	i	-2	1	-2
16	CC(NC(=O)c1cccc(C(F)(F)F)c1)C(c1ccccc1)N1CCOCC1 (centres undefined)	i	i	i	0	-2	-5
17	CCOC(=O)C1=C(CSc2nccn2C)NC(=O)NC1c1cc(C)ccc1C (centres undefined)	i	i	i	·	-2	-2
14	COc1ccc(C(CC(=O)NCc2ccccc2)Sc2n[nH]c(-c3ccc(Cl)cc3)n2)cc1 (centres undefined)	i	i	i	-3	4	-4

nr	KCNK3 inh	GSK3beta inhib	KCNK9 block	HDAC3 inh	RGS4 act
24	i	-1	i	-3	i
19	i	-1	i	2	i
12	i	-2	i	6	i
13	i	-2	i	1	i
23	i	-1	i	-3	i
22	i	2	i	2	i
20	i	2	i	6	i
16	i	0	i	1	i
17	i	1	i	1	i
14	i	3	i	-2	i

Other entries follow:
nr	smiles	KCNQ1 inh	KCNQ1 pot	PolyA inhibitor	GSK3A inh	DYRK1A inh	hERG rescue
25	C=CCN(CC=C)CC(=O)Nc1cccc(Oc2cnccn2)c1	i	i	i	-1	7	-4
26	CC(C)N1CCN(Cc2nc3c(s2)CCCC3)CC1CCO (centres undefined)	i	i	i	-3	·	-10
27	Cc1ccc2c(c1)C(c1ccccc1)N(C(=O)c1c(F)cccc1Cl)CC(=O)N2 (centres undefined)	i	i	i	-3	2	-7
28	COCCOC1CCN(Cc2cn(Cc3ccccc3)nc2-c2cc3ccccc3o2)CC1	i	i	i	-2	12	-18
29	Cc1cccc(/C=C2/C(=O)/C(=C/c3ccccc3C)C3CCC2N3C)c1 (centres undefined)	i	i	i	-2	9	-8
30	CCOc1ccc(CC2CCC(=O)NC2=O)cc1 (centres undefined)	i	i	i	-1	2	-9
31	COc1ccccc1-n1cnc2sc(C)c(C)c2c1=O	i	i	i	0	1	6.0*
32	S=C(Nc1ccc(Br)cc1Cl)N1CCCC1	i	i	i	-2	5	-13
33	CSc1nc2c(c(=O)[nH]1)C(c1ccc(C(F)(F)F)cc1)CC(=O)N2 (centres undefined)	i	i	i	-2	0	-5
34	O=C(CCCNC(=O)/C(=C/c1ccc(Br)cc1)NC(=O)c1ccccc1)OCc1ccccc1	i	i	i	-2	-1	-13
35	Cc1ccc(NC(=O)C2CCN(c3cnccn3)CC2)cc1	i	i	i	-2	-1	-12
36	COc1cccc(-n2nnnc2SCC(=O)Nc2ccc(C(C)=O)cc2)c1	i	i	i	-6	-6	-9

nr	KCNK3 inh	GSK3beta inhib	KCNK9 block	HDAC3 inh	RGS4 act
25	i	1	i	-5	i
26	i	2	i	4	i
27	i	-2	i	2	i
28	i	3	i	0	i
29	i	0	i	-5	i
30	i	0	i	0	i
31	i	1	i	-1	i
32	i	4	i	?	i
33	i	2	i	-10	i
34	i	-1	i	2	i
35	i	1	i	-11	i
36	i	0	i	0	i

Additional records:
nr	smiles	KCNQ1 inh	KCNQ1 pot	PolyA inhibitor	GSK3A inh	DYRK1A inh	hERG rescue
37	CC(C)c1ccc(/C=C/C2=NNC(=O)CC2)cc1	i	i	i	3	-2	-7
38	COc1ccc([N+](=O)[O-])cc1NC(=O)Cc1noc2ccc(C)cc12	i	i	i	-3	-2	-1
39	Cc1ccc(NC(=O)COC(=O)Cc2ccsc2)cc1S(=O)(=O)N1CCOCC1	i	i	i	-2	-4	-11
40	Cc1cccc(NC(=O)C2CC(=O)OC23CCCCC3)c1 (centres undefined)	i	i	i	-1	-8	-4
41	O=C(Nc1ccc(OC(F)(F)C(F)F)c(NC(=O)c2ccc(F)cc2)c1)c1ccc(F)cc1	i	i	i	-8	-3	-3
42	CCOC(=O)C(CSCC(=O)c1ccc(Br)cc1)NC(=O)OC(C)(C)C (centres undefined)	i	i	i	-2	·	-7
43	COCCN(CC(=O)NCC1CCCO1)C(=O)CCC(=O)Nc1cc(C)ccn1 (centres undefined)	i	i	i	3	-3	-3
44	Cc1cc(C(F)F)n2nc(C(=O)Nc3cccc(C(F)(F)F)c3)nc2n1	i	i	i	3	1	-5
45	CCOc1cccc(Oc2ccc(C(F)(F)F)cn2)c1	i	i	i	-2	-10	-4
46	O=C(CCCc1ccccc1)Nc1ccnn1C1CCN(Cc2ccc(Cl)cc2)CC1	i	i	i	-2	·	-14
47	c1cc[n+](CCCC[n+]2ccccc2)cc1	i	i	i	2	7	-9
48	CC(=O)NS(=O)(=O)c1ccccc1	i	i	i	0	3	-4

nr	KCNK3 inh	GSK3beta inhib	KCNK9 block	HDAC3 inh	RGS4 act
37	i	-1	i	13	i
38	i	-2	i	2	i
39	i	-2	i	-1	i
40	i	4	i	0	i
41	i	0	i	0	i
42	·	1	i	16	i
43	i	0	i	-7	i
44	i	5	i	-2	i
45	i	0	-7.9*	3	i
46	i	2	i	4	i
47	i	1	i	-6	i
48	i	3	i	-1	i

Some of the compounds tested; count on the stated rates, not on these rows.
